# Anthrax LF inh2 – anthrax lethal factor protease inhibition. P15917. multiplex microsphere protease cleavage assay, LF. inhibition, % at 10 µM. 360,000 compounds, 0.12% hits; further: plate controls were buffer without enzyme for full effect and enzyme alone for no effect
# Target sequence (P15917 whole entry, looked up): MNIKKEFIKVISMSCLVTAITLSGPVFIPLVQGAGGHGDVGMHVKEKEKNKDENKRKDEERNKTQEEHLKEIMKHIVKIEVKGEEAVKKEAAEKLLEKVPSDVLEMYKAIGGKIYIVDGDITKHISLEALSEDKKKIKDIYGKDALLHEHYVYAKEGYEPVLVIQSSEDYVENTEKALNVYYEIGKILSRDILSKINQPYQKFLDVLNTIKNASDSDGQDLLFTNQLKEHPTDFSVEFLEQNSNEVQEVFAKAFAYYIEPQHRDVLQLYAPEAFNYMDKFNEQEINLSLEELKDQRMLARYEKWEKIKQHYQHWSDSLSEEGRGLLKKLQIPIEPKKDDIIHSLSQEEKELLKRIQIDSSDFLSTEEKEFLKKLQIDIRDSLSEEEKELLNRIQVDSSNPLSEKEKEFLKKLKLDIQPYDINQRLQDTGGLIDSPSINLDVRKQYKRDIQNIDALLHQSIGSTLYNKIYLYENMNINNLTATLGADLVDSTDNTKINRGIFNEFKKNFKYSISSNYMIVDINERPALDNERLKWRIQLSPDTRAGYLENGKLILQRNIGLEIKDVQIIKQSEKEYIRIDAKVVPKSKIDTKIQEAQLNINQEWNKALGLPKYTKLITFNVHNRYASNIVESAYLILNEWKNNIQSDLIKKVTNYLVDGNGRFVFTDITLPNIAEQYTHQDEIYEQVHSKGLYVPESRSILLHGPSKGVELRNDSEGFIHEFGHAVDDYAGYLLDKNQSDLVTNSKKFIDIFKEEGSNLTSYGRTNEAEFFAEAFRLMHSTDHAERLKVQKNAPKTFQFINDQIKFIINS
# MazF activator – increases E. coli MazEF RNase cleavage of RNA | activation, % at 20 µM | FAM/BHQ RNA-DNA oligo cleavage fluorescence, 5 h | 350,000 compounds, 0.32% hits; in the data active means activation above about 50%
# BoNT A protease – inhibitors of Botulinum neurotoxin A light chain protease; 360,000 compounds, 0.17% hits; AID 588499; inhibition, % at 10 µM; multiplex microsphere protease substrate cleavage, flow cytometry; further: plate controls were buffer without enzyme for full effect and enzyme alone for no effect
# CCHF vOTU inh – blocks the CCHF virus ovarian tumor domain protease; AID 651958; 370,000 compounds, 0.55% hits; inhibition, % at 11.5 µM; CCHFV vOTU protease, Pep-AMC fluorescence; in the data active means inhibition above about 30%; further: 0% = vehicle wells with enzyme and 100% = no enzyme wells
# BoNT F protease – BoNT F light chain protease inhibition | Multiplex microsphere protease cleavage assay, flow cytometry | inhibition, % at 10 µM | 360,000 compounds, 0.22% hits | AID 588497; in the data active means inhibition above about 35%, passing the limit was not always enough; inconclusive means no clear call, values can overlap the other calls; further: plate controls were buffer without enzyme for full effect and enzyme alone for no effect
# Rv3671c inh – inhibits the M. tuberculosis serine protease Rv3671c; P9WHR9; inhibition, % at 5.96 µM; 320,000 compounds, 0.048% hits; AID 2606; in the data active means inhibition above about 38%;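 further: extracellular domain of Rv3671c used as enzyme; 0% = enzyme with DMSO and 100% = no enzyme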
# SSB-PriA inh – blocks PriA binding to SSB C-terminal tail; AID 1272365; inhibition, % at 33 µM; 430,000 compounds, 0.6% hits; AlphaScreen SSBct-PriA binding, biotinylated peptide; in the data active means inhibition mostly above about 37%, no sharp cut-off; inactive means mostly below about 20%;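 further: plate controls were negative control peptide for no effect and reference peptide for full effect; strong numbers were not always called active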
# SARS 3CLpro inh – SARS-CoV 3CLpro protease inhibition. inhibition, % at 6 µM. 290,000 compounds, 0.14% hits. recombinant SARS-CoV 3CLpro, quenched FRET peptide cleavage. AID 1706. P0C6X7; in the data active means inhibition above about 12%
# DUSP3 inh – blocks human VHR1 dual specificity phosphatase; P51452; recombinant VHR phosphatase, pNPP absorbance; inhibition, % at 13.3 µM; 290,000 compounds, 0.52% hits; in the data active means inhibition above about 50%; further: some compounds called inactive have numbers as strong as hits
# Target sequence (P51452 whole entry, looked up): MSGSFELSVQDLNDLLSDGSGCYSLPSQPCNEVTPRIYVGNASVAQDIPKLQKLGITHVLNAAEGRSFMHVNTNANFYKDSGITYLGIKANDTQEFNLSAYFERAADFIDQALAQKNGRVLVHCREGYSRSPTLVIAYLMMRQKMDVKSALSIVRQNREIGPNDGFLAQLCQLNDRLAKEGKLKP
# PrPC TRFRET – reduces human prion protein on the cell surface; P04156; cell surface PrPC, TR-FRET read-out; inhibition, % at 13.8 µM; 370,000 compounds, 0.43% hits; in the data active means inhibition above about 24%; further: 0% = median of the test wells and 100% = reference compound wells
# * hit, by the source's call; ? = inconclusive; . = not tested or not shown; & = joins results of further samples. Unless noted, no stated cut-off is given here; in the data, active means inhibition above about 30%; inconclusive means no clear call, values can overlap the other calls; inactive means below that. Some of the compounds tested (hit frequency here may not be typical).
# Second line of a record – BoNT A protease, SARS 3CLpro inh, SSB-PriA inh, BoNT F protease, MazF activator, DUSP3 inh, CCHF vOTU inh, Anthrax LF inh2, Rv3671c inh, PrPC TRFRET
COc1ccccc1CCC(=O)Nc1ccc(OC)c(S(=O)(=O)N2CCOCC2)c1
    -1.0, ., -2, 1, 6, ., 4, 1, -11, 9
CCOc1ccccc1NC(=S)N1CCC(NC(=O)c2ccco2)CC1
    -0.6, 1, -2, -2, 5, 29, 6, -2, -7, 2
COc1cc(NS(=O)(=O)c2ccc(C)cc2C)cc(OC)c1OC
    1.0, -2, -17, -3, 5, 38, -3, 2, -8, 13
Cc1ccc(N2C(=O)CC(n3nc(C)cc3C)C2=O)cc1 (centres undefined)
    ?, 3, -8, -4, -4, 10, -18, 0, -1, -1
COc1cccc(CN(C)CC(=O)Nc2ccccc2C(=O)Nc2ccccc2)c1
    -0.7, 1, 1, -7, 3, 9, -13, 3, 6, -3
CC(C)(C)n1nnnc1C(c1ccccn1)N(Cc1ccccc1)Cc1ccc(Cl)cc1 (centres undefined)
    0.1, 2, 9, 7, -7, -3, 14, -2, 2, 9
CCOC(=O)Cc1c(C)nc2c(-c3ccc(OC)cc3)c(C)nn2c1C
    0.4, 6, -11, -11, -2, -19, -4, -1, 0, -1
CCc1ccc(OCC(=O)N2c3ccccc3CCc3ccccc32)cc1
    -1.1, -5, -28, 2, -9, 25, 5, -2, -15, 2
CCOc1ccc(NC(=S)Nc2cc(OC)c(Cl)cc2OC)cc1
    -1.8, -1, 20, -17, -1, -2, -4, 0, -5, -1
Cc1nn(C)c(C(=O)Nc2ccn(Cc3c(F)c(F)cc(F)c3F)n2)c1[N+](=O)[O-]
    -0.2, -5, 2, 9, 6, 3, 1, -5, -4, -4
O=C(COc1ccc(/C=N/NC(=O)c2cc3ccccc3o2)cc1Br)Nc1ccccc1
    0.9, 4, ., 12, -18, 35, -16, 1, -8, -1
Cc1ccc2cc(S(=O)(=O)NCCCN3CCOCC3)ccc2c1
    0.1, 1, -2, 0, 7, 8, -11, -5, -1, -3
COC(=O)c1cn(NC(=O)COc2ccc(Cl)cc2)c(=O)c2ccccc12
    -0.2, 0, 4, -3, 1, -3, -1, -5, 12, 9
O=C(NCCCO)c1nc2ccccc2s1
    -2.8, -2, -10, -47, -2, -12, 14, -10, -1, -5
CCN1CCN(c2c(Cl)cccc2NC(=O)c2ccc([N+](=O)[O-])o2)CC1
    -0.6, 9, ., -2, ., 14, -4, -3, -6, 1
CN(C)CCCNC(=S)N(CCO)Cc1cc2cc3c(cc2[nH]c1=O)OCO3
    -2.8, 1, -19, ?, 5, 38, -22, -12, -9, 2
COc1cccc(S(=O)(=O)NCc2ccc(C(=O)NCc3ccco3)cc2)c1
    -6.4, -5, -12&7, -6, 7, -9, -13, 1, -4, 1
COc1ccc(N=Nc2ccc3ccccc3c2)c(O)c1
    2.4, 2, 34, 0, 44, -6, 5, 3, 0, -15
COc1ccc(NC(=O)c2ccc(-n3cccn3)nc2)cc1
    1.5, 2, -3, 6, 4, 23, -1, -2, 1, 1
CC(O)(c1cccnc1)c1nc(-c2ccoc2)cs1 (centres undefined)
    -0.1, ., ., 1, ., ., 9, -1, ., 1
COCCNC(=O)c1c(N)n(/N=C/c2cccs2)c2nc3ccccc3nc12
    1.6, 10, ., 2, -6, -2, 3, 0, -1, 2
Cc1noc(C)c1COC(=O)c1cccc(S(=O)(=O)N2c3ccccc3CC2C)c1 (centres undefined)
    0.5, -1, -7, 4, -15, 21, 13, 0, 0, 6
COc1ccc(C2(C(=O)Nc3ccc(S(=O)(=O)Nc4nc(C)cc(C)n4)cc3)CCCC2)cc1OC
    -0.5, -2, -15, -8, -7, 18, -3, -1, 5, -8
CC(C(=O)O)N1C(=O)C2C3c4ccccc4C(c4ccccc43)[C@@H]2C1=O (some centres undefined)
    -1.7, -2, -1, 3, 3, 14, -9, -15, -5, 6
CC(C)CCNC(=O)C1CCN(c2nc3ccccc3o2)CC1
    -1.5, 2, -40, -3, -2, 25, -3, -7, -4, -8
O=C(Nc1cccnc1)c1ccccc1Oc1ccccc1
    1.3, 1, -3, 6, 1, -6, 24, 0, 2, 8
C#CC(C)OC(=O)C(C)NC(=O)c1ccccc1 (centres undefined)
    -0.8, ., -14, 4, 0, 22, 4, -5, -5, 1
c1ccc(-c2noc(CN3CCN(c4ccccc4)CC3)n2)cc1
    -0.4, -2, -16, 0, -1, 12, -1, 1, 8, -4
Cc1ccc(-c2nc(CS(=O)CC(=O)NCCN3CCOCC3)c(C)o2)cc1 (centres undefined)
    -0.8, 0, -10, -3, 3, 11, 1, -2, 0, -5
Cc1ccc2c(c1)CCCN2CC(=O)Nc1cccc(S(=O)(=O)N2CCCC2)c1
    ?, ., 4, ?, 3, ., -1, ?, -11, -21
Cc1ccnc2nc(C(=O)OCC(=O)NCCc3ccc(Cl)cc3)nn12
    -0.8, -2, 1, -10, 9, 4, 0, 1, -10, -8
CCOC(=O)N1CCN(Cc2c(NC(=O)c3ccco3)sc(C)c2C)CC1
    2.6, 2, -7, 12, -6, -10, 6, 0, 7, 9
Cc1ccc(S(=O)(=O)N2CCCCC2)cc1NC(=O)CSc1nc(N)cc(=O)[nH]1
    0.1, ., 0, 4, 2, ., 23, 8, 2, 0
O=C1CCCC2=C1Sc1ccc(Cl)cc1N2
    0.4, 4, -10, -6, -58, 12, -5, 4, -1, -24
COc1ccc(/C=N/NC(=O)CNc2c(Br)cc(C)cc2Br)c(C(=O)O)c1OC
    0.2, 3, ., -2, -1, 26, 0, 0, 4, 10
COc1ccc(NC2=C(C(C)=O)C(c3ccc(N(C)C)cc3)C(C(C)=O)C(C)(O)C2)cc1 (centres undefined)
    -0.6, 3, 6, -3, 6, 6, -2, -2, 1, 7
O=C(Nc1c(Cl)ccc2nsnc12)c1ccco1
    1.2, 3, -18, -2, -1, 2, -3, -1, -4, -22
Cc1ccccc1NS(=O)(=O)c1ccc2[nH]cc(C(=O)NCCCN3CCOCC3)c(=O)c2c1
    -0.6, -3, -7, -4, 4, 7, -1, -3, -2, 5
N#C/C(=C(/O)COC(=O)c1ccc(C#N)cc1)c1nc2ccccc2s1
    13, 1, -5, -6, -3, -7, 11, 8, 2, 6
CN(CC(=O)Nc1sccc1C#N)C1CCCCC1
    0.4, 2, -17, -2, 10, -9, 8, 7, 4, -3
CC(OC(=O)CCCOc1ccccc1)C(=O)Nc1ccc(Cl)cn1 (centres undefined)
    0.9, ., -27, -9, -1, ., 4, -3, 0, 0
COCCNC(=O)C(c1ccc(C)cc1)N(C(=O)C(=O)NC1CCCC1)c1ccc2c(c1)OCCO2 (centres undefined)
    -0.3, -1, 6, -1, 8, -32, -3, 0, -3, 1
Nc1nc(CN2CCN(C(=O)c3ccco3)CC2)nc(Nc2cccc(Cl)c2)n1
    0.3, 1, -11, -2, 1, 23, 18, -2, 1, -9
O=C(NCc1ccncc1)Nc1ccc(F)cc1
    -0.3, -2, -17, -8, 6, 2, 9, -4, 2, 3
CN1CCc2c(n(CC(O)CN3C(=O)c4ccccc4S3(=O)=O)c3ccccc23)C1=O (centres undefined)
    0.2, -6, -5, -10, 11, 13, 13, -2, ., -6
CC(C)(C)SCCNC(=O)/C=C/c1ccccc1
    0.8, 2, 3, 7, 0, 9, -2, -2, 5, 0
CCCC12CN3CC(CCC)(CN(C1)C3c1ccco1)C2=O (centres undefined)
    -0.6, 5, 0, -2, 1, 29, -15, -7, 4, -2
CCOc1ccc2oc(C(=O)NCc3ccccc3CN3CCCC3)c(C)c2c1
    -0.8, ., 1, -9, 5, ., 25, -7, -4, -9
CC(C)C(NS(=O)(=O)c1cc(C(=O)O)ccc1Cl)C(=O)O (centres undefined)
    0.1, 2, -4, -3, 10, 18, 6, 2, -3, -2
OC(CNCc1cccc(Br)c1)c1ccccc1 (centres undefined)
    -0.7, 1, 1, -9, 2, 1, 6, 0, 6, -6
COC(CNC(=O)c1ccc2nc(-c3cccs3)c(-c3cccs3)nc2c1)OC
    44*, 3, -4, 26, 4, 5, -10, 25, -1, -11
CC1CCCN(S(=O)(=O)c2ccc(Cl)s2)C1 (centres undefined)
    -1.3, -3, -20, -2, -1, 26, 7, -5, 0, 3
Cc1ccc(/C=C/C(=O)NCCc2cccc(Cl)c2)o1
    ., 5, 11, ., 4, -2, 4, ., -9, -4
COc1ccc(Cl)cc1NC(=O)c1cnc2n(c1=O)CCS2
    0.1, ., -16, -5, 0, -10, 11, 4, -6, 2
CCCCOc1ccc(C(=O)NCC(=O)NCCOc2ccc(C)cc2)cc1
    -0.4, ., -3, -2, -4, ., 23, 2, -8, -5
CCn1cc(C(=O)N[C@@H](C)C(=O)NCCO)c(=O)c2cc3c(cc21)OCO3
    2.7, 0, -3, -6, 3, 36, 10, -3, 0, 4
O=C(NCC1CCCCC1)c1csc([C@@H]2C[C@H](O)[C@@H](CO)O2)n1
    -0.4, ., ., -2, ., ., -6, -2, ., 6
Cc1ccc(CN2CCC[C@]3(N[C@H](c4ccc(C)cc4)[C@@H]4C(=O)N(C)C(=O)[C@@H]43)C2=O)cc1
    -0.1, ., ., -2, -5, ., 3, -3, ., 3
CCOc1cc(CN2CCc3c([nH]c4ccccc34)C2)ccc1OC
    1.6, 3, 12, 17, 3, 17, 2, -4, ., -1

# Of the compounds above, these have a furan ring, fused or not.
# Second line of a record – BoNT A protease, SARS 3CLpro inh, SSB-PriA inh, BoNT F protease, MazF activator, DUSP3 inh, CCHF vOTU inh, Anthrax LF inh2, Rv3671c inh, PrPC TRFRET
CCOc1ccccc1NC(=S)N1CCC(NC(=O)c2ccco2)CC1
    -0.6, 1, -2, -2, 5, 29, 6, -2, -7, 2
O=C(COc1ccc(/C=N/NC(=O)c2cc3ccccc3o2)cc1Br)Nc1ccccc1
    0.9, 4, ., 12, -18, 35, -16, 1, -8, -1
CCN1CCN(c2c(Cl)cccc2NC(=O)c2ccc([N+](=O)[O-])o2)CC1
    -0.6, 9, ., -2, ., 14, -4, -3, -6, 1
COc1cccc(S(=O)(=O)NCc2ccc(C(=O)NCc3ccco3)cc2)c1
    -6.4, -5, -12&7, -6, 7, -9, -13, 1, -4, 1
CC(O)(c1cccnc1)c1nc(-c2ccoc2)cs1 (centres undefined)
    -0.1, ., ., 1, ., ., 9, -1, ., 1
CCOC(=O)N1CCN(Cc2c(NC(=O)c3ccco3)sc(C)c2C)CC1
    2.6, 2, -7, 12, -6, -10, 6, 0, 7, 9
O=C(Nc1c(Cl)ccc2nsnc12)c1ccco1
    1.2, 3, -18, -2, -1, 2, -3, -1, -4, -22
Nc1nc(CN2CCN(C(=O)c3ccco3)CC2)nc(Nc2cccc(Cl)c2)n1
    0.3, 1, -11, -2, 1, 23, 18, -2, 1, -9
CCCC12CN3CC(CCC)(CN(C1)C3c1ccco1)C2=O (centres undefined)
    -0.6, 5, 0, -2, 1, 29, -15, -7, 4, -2
CCOc1ccc2oc(C(=O)NCc3ccccc3CN3CCCC3)c(C)c2c1
    -0.8, ., 1, -9, 5, ., 25, -7, -4, -9
Cc1ccc(/C=C/C(=O)NCCc2cccc(Cl)c2)o1
    ., 5, 11, ., 4, -2, 4, ., -9, -4

# An excerpt from above, limited to BoNT F protease, CCHF vOTU inh and BoNT A protease:
Structure	BoNT F protease	CCHF vOTU inh	BoNT A protease
COc1ccc(Cl)cc1NC(=O)c1cnc2n(c1=O)CCS2	-5	11	0.1
OC(CNCc1cccc(Br)c1)c1ccccc1 (centres undefined)	-9	6	-0.7
